LYP phosphatase = PTPN22 lymphoid phosphatase activity blockers – biochemical, fluorescence intensity, uHTS (AID 1779); inhibition, % at 11.5 µM, or IC50 in µM where a hit was titrated; recombinant LYP phosphatase, fluorescence intensity; higher % means a stronger effect; actives 0.054% (n = 290,000); in the data active means inhibition above about 50%;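 further: plate controls were vehicle with enzyme for no effect and no enzyme for full effect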
SIAH1 antagonists = blockers of Siah-1 interaction with plectin peptide – biochemical, fluorescence polarization, rhodamine-plectin, uHTS, primary screen (AID 1817); Siah-1 / rhodamine-plectin peptide fluorescence polarization; higher % means a stronger effect; displacement, % at 20 µM, or IC50 in µM where a hit was titrated; actives 0.02% (n = 290,000);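 active means displacement of at least 50% at 20 µM, with a fluorescence ratio check between 0.3 and a set limit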;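 further: plate controls were Siah plus tracer with DMSO for no effect and tracer alone without Siah for full effect; strong numbers were not always called active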
AID2073 = inhibitors of Mint1-CaV2.2 protein interaction, biochemical, HTRF (AID 2073); actives 0.19% (n = 290,000); HTRF protein-protein interaction, Mint1-CaV2.2; higher % means a stronger effect; inhibition, % at 20 µM, or IC50 in µM where a hit was titrated; in the data active means inhibition mostly above about 51%, no sharp cut-off; inconclusive means no clear call, values can overlap the other calls; inactive means mostly below about 53%; further: some results filed as inactive read as strong as hits
* marks the source's active call; other numbers are inactive results; u = inconclusive. This is a subset, so the mix of outcomes need not match the whole.

SMILES	LYP phosphatase	SIAH1 antagonists	AID2073
O=C(Nc1nnc(CCc2ccccc2)s1)c1ccccc1F	-2%	1%	2%
COc1ccc(-n2nc(C(=O)NCC(=O)N3CCN(c4ccccc4F)CC3)c3ccccc3c2=O)cc1	2%	3%	5%
CC1CCCCC1NC(=O)CCS(=O)(=O)c1cc2c(cc1Cl)NC(=O)CO2 (configuration not stated)	-10%	3%	1%
CCOCCCNc1nc(-c2ccccc2)nc2ccccc12	-9%	-2%	8%
Cc1nnc(SCC(=O)N2CC(C)OC(C)C2)n1-c1ccccc1 (configuration not stated)	-9%	0%	5%
C[C@@H]1CN(c2c(F)c(F)c3c(=O)c(C(=O)O)cn(C4CC4)c3c2F)C[C@H](C)N1	-11%	-1%	11%
CC(=O)Nc1ccc(S(=O)(=O)Nc2nnc(Cc3ccc(Cl)cc3)s2)cc1	-8%	-1%	-13%
Cc1cccc(CNC(=O)Cn2ccc3cc(S(=O)(=O)N4CCCC4)ccc32)c1	-8%	6%	-5%
O=c1c2cc([N+](=O)[O-])cc([N+](=O)[O-])c2[nH]n1-c1ccccc1	-4%	11%	-15%
CC(NC(=O)C1CCCN(S(=O)(=O)N2CCOCC2)C1)c1ccccc1 (configuration not stated)	-8%	-1%	0%
CCC(C)c1ccccc1NC(=O)CN(C)CC(=O)Nc1ccccc1SC (configuration not stated)	-12%	5%	0%
COc1ccccc1NC(=O)CSc1nnnn1C1CCCC1	-8%	0%	-4%
COc1ccc(C(=O)NCC(=O)N/N=C/c2cn(C)c3ccccc23)cc1OC	-4%	15%	-1%
O=C(Nc1ccccc1Cl)OC1CCCCC1	0%	-3%	4%
Cc1c(CC(=O)NCCCCCC(=O)O)c(=O)oc2cc3c(cc12)CCC(C)(C)O3	-13%	-3%	19%
COc1ccc(CCN(C)C2CCCN(C(=O)CCSC)C2)cc1OC (configuration not stated)	-7%	1%	6%
Cc1ccc(C)c(CN2CCC(CNC(=O)Nc3ccc(Br)cc3F)CC2)c1	-8%	0%	-6%
O=C(c1ccco1)N1CCN(C(=O)c2cnn(-c3ccc(Cl)cc3)c2C2CCNCC2)CC1	-6%	1%	2%
CN(Cc1ccccn1)C(=O)C1CCC(=O)N(Cc2cccc(F)c2)C1 (configuration not stated)	-10%	5%	5%
COc1cc(/C=C(/NC(=O)c2ccccc2)C(=O)N2CCOCC2)c([N+](=O)[O-])cc1OC	-6%	4%	7%
O=S(=O)(Nc1ccon1)c1cc(Cl)ccc1Cl	0%	7%	19%
CC(NC(=O)Cc1ccsc1)c1ccc(Cl)cc1Cl (configuration not stated)	-7%	-6%	11%
FC(F)(F)Oc1ccc(Nc2nc(N3CCOCC3)nc(N3CCOCC3)n2)cc1	-3%	2%	-6%
CCOc1ccc(CNCCCSc2ncccn2)cc1OC	-7%	20%	2%
Cc1cc(S(=O)(=O)N2CCCc3ccccc32)ccc1-n1cnnn1	-2%	15%	-2%
COc1ccc(S(=O)(=O)N2CCC(NC(=O)c3cccc(F)c3)CC2)cc1	-5%	-2%	-2%
O=C(NCc1nnc2c(C(F)(F)F)cc(Cl)cn12)C1CCCC1	-12%	7%	0%
CC(NC(=O)c1cc(=O)[nH]c2ccccc12)c1ccc(F)cc1F (configuration not stated)	-6%	-4%	10%
COc1ccc(N2C(=O)CC(Cc3ccccc3OC)C2=O)cc1 (configuration not stated)	-3%	4%	4%
CCc1nc(Nc2ccc(OC)cc2OC)c2oc3ccccc3c2n1	-11%	-1%	28%
COc1ccc(-c2cc(=O)oc3cc(OC(C)C(=O)NC4CC4)ccc23)cc1 (configuration not stated)	-4%	-7%	13%
O=C(c1cc(-c2ccc(O)cc2)on1)N1CCOCC1	-11%	6%	-1%
O=C1COc2ccccc2N1Cc1c(F)cccc1Cl	-10%	2%	3%
CCC(C)NC(=O)c1cn(CC)c2ccc(S(=O)(=O)N3CCCCC3)cc2c1=O (configuration not stated)	-7%	-7%	-4%
O=[N+]([O-])c1ccc2nn(Cc3ccccc3)cc2c1	0%	-2%	3%
CSc1cccc(NC(=O)c2cc(S(=O)(=O)N3CCc4ccccc43)cn2C)c1	-1%	-2%	21%

Sorted by molecular weight (smallest number first): some entries from above.
SMILES	LYP phosphatase	SIAH1 antagonists	AID2073
COc1ccccc1NC(=O)CSc1nnnn1C1CCCC1	-8%	0%	-4%
O=C(NCc1nnc2c(C(F)(F)F)cc(Cl)cn12)C1CCCC1	-12%	7%	0%
COc1ccc(C(=O)NCC(=O)N/N=C/c2cn(C)c3ccccc23)cc1OC	-4%	15%	-1%

(more compounds)
SMILES	LYP phosphatase	SIAH1 antagonists	AID2073
Cc1cc(SCc2cccc([N+](=O)[O-])c2)nc(=O)[nH]1	-7%	-1%	1%
COCCn1c(SCC(=O)NC2CCCC2)nc2c(c1=O)SCC2	-12%	1%	-5%
CCOc1ccc(C(=O)C[n+]2cccc3cc(C)ccc32)cc1	-1%	3%	-6%
CC(C)(C)c1ccc(S(=O)(=O)N2CCN(C3CCCC3)CC2)cc1	-14%	2%	3%
CCN(CC(=O)Nc1ccccc1C(F)(F)F)C(=O)CCc1ccccc1	-7%	8%	-3%
COc1ccc2oc(C(=O)OCC(=O)NC(C)c3ccccc3)c(C)c2c1 (configuration not stated)	-3%	-6%	20%
CCC(C)(C)NC(=O)c1ccc2c(c1)N(CC(=O)N1CCCC1)C(=O)C(C)(C)O2	-11%	14%	-4%
COc1cc2c3nc4n(c(=O)c3n(CC(=O)NCC3CCCO3)c2cc1OC)CCS4 (configuration not stated)	-8%	-3%	12%
Cc1cc(C)cc(OCCNC(=O)CCc2ccccc2)c1	-9%	1%	-6%
Cc1ccc(N2C(=O)C3C4C=CC(CC4)C3C2=O)cc1Br (configuration not stated)	-5%	-4%	14%
CC(C)C(NC(=O)c1ccccc1NC(=O)c1ccccc1)C(=O)NNC(=O)c1ccncc1 (configuration not stated)	2%	1%	2%
COc1ccc(C(=O)CNc2ccccc2Br)cc1	-5%	2%	2%
Cc1cccc(OCC(=O)Nc2ccc3c(c2)nc2n3CCOC2)c1	-10%	4%	-3%
Cc1ccc(OCC(=O)Nc2ccc(NC(=O)c3ccco3)cc2)c(C)c1	-7%	2%	-1%
CCCCNC(=O)c1ccc2c(c1)S(=O)(=O)c1ccccc1C2=O	-8%	4%	0%
CC(=O)Nc1ccc(Nc2nnc(-c3ccc(C)c(S(=O)(=O)NCCO)c3)c3ccccc23)cc1	-7%	-2%	-5%
O=C(NNc1c2ccccc2nc2ccccc12)c1ccccc1Cl	-5%	-2%	9%
CCc1ccc(-c2cc(C)no2)cc1S(=O)(=O)N1CCCN(Cc2ccc(F)cc2)C1	-8%	-2%	3%
Cc1ccc(C(=O)Nc2ccccc2)cc1S(=O)(=O)N1CCN(C)CC1	-6%	5%	22%
Cc1cccc(N(C)S(=O)(=O)c2c(C)[nH]c(C)c2C(=O)N2CCCC2)c1	-13%	5%	3%
C=CCn1c(SCC(=O)Nc2cc(C)on2)nc2c([nH]c3ccccc32)c1=O	-16%	1%	3%
CCOc1ccc(N2C(=O)CC(Cc3ccccc3OC)C2=O)cc1 (configuration not stated)	-9%	10%	0%
O=C(CNS(=O)(=O)c1cccs1)NCCc1ccc(Cl)cc1	-7%	0%	-4%
O=C1/C(=C/c2ccc(F)cc2)SC(=S)N1CCCC(=O)N1CCCCC1CCO (configuration not stated)	-6%	-3%	-8%
CCC(C)N1CCN(S(=O)(=O)Cc2ccccc2)CC1 (configuration not stated)	-4%	0%	-12%
O=C1c2ccccc2C(=O)N1c1cc([N+](=O)[O-])ccn1	-6%	12%	u
COCC1CCN(C(=O)c2cc(COc3ccc(-n4cncn4)cc3)on2)CC1	-10%	9%	-3%
COCCNC(=O)CCCn1c(=O)c2ccccc2n(Cc2ccccc2C#N)c1=O	-6%	14%	8%
CC(C)(CNC(=O)CO/N=C1/C=C2CCC3C(C(O)C[C@@]4(C)C3CC[C@]4(O)C(=O)CO)[C@@]2(C)CC1)C(O)C(=O)O (some centres not stated)	-1%	-5%	16%
COCCOC(=O)C1=C(C)NC(=O)NC1c1cccc2ccccc12 (configuration not stated)	-4%	0%	11%
CCCCOc1ccc(N=Cc2ccc[nH]2)cc1	-3%	8%	0%
O=C(O)CCNC(=O)c1ccc(NC(=O)C(c2ccccc2)c2ccccc2)cc1	-3%	-2%	5%
CCCc1c(C(=O)N/N=C/c2ccc(C)s2)nnn1-c1nonc1N	-3%	7%	5%
CC(C)Oc1ccc(/C=C(/NC(=O)c2ccccc2)C(=O)NC(Cc2ccccc2)C(=O)O)cc1 (configuration not stated)	-4%	-2%	11%
O=C(NNS(=O)(=O)c1ccc(F)cc1)c1ccccc1	-5%	-1%	0%
O=C(O)c1cc([N+](=O)[O-])c(Nc2cccc3ccccc23)c([N+](=O)[O-])c1	-7%	0%	5%

Whole records as entered above.
CCC(C)N1CCN(S(=O)(=O)Cc2ccccc2)CC1 (configuration not stated) in the list: LYP phosphatase: -4%; SIAH1 antagonists: 0%; AID2073: -12%
O=C1c2ccccc2C(=O)N1c1cc([N+](=O)[O-])ccn1 in the list: LYP phosphatase: -6%; SIAH1 antagonists: 12%; AID2073: u
COCCNC(=O)CCCn1c(=O)c2ccccc2n(Cc2ccccc2C#N)c1=O in the list: LYP phosphatase: -6%; SIAH1 antagonists: 14%; AID2073: 8%

New compounds follow.
SMILES	LYP phosphatase	SIAH1 antagonists	AID2073
Cc1ccc(F)cc1NC(=O)N1CCNC(=O)C1CC(=O)Nc1cc(Cl)ccc1Cl (configuration not stated)	-10%	13%	6%
COC(=O)c1cn(C(=O)c2ccc(F)cc2)c2ccccc12	-7%	6%	0%
O=S(=O)(NCCN1CCOCC1)c1cc(Cl)ccc1Cl	-8%	0%	-3%
COc1cccc(CNC(=O)CCCSc2ccccc2)c1	-4%	-4%	7%
O=C(NC1CCCCC1)C(c1ccco1)N(C(=O)c1csnn1)c1cccc(Cl)c1 (configuration not stated)	-15%	-5%	-6%
CC(C)(CC(=O)O)CC(=O)N1CCN(c2nc3ccc(Cl)cc3s2)CC1	-5%	-4%	1%
CCOc1ccc2[nH]cc(C(=O)NCCc3ccccc3)c(=O)c2c1	-8%	-6%	19%
CC(C)c1ccc(-c2csc3ncnc(N4CCN(C)CC4)c23)cc1	-14%	2%	7%
Cc1[nH]c(=O)c(S(=O)(=O)c2ccccc2)c(C)c1Cl	-6%	-6%	10%
CCN(CC)S(=O)(=O)c1ccc(C(=O)N2CCN(C3=NS(=O)(=O)c4ccccc43)CC2)cc1	-11%	-5%	7%
Cc1cc(=O)oc2c(C)c(OCC(=O)NCCCN3CCOCC3)ccc12	-6%	0%	5%
CCNC(=S)N(CCCO)Cc1cc2cc3c(cc2[nH]c1=O)OCCO3	-2%	-1%	-4%
CSc1ccccc1OCc1cc(C(=O)N2CCc3c(Cl)cccc3C2)no1	-1%	3%	6%
O=C(O)CCc1[nH]c2ccccc2c1Sc1ccccc1	-8%	0%	7%
CCn1c(SCC(=O)Nc2cc(C)on2)nnc1-c1cccc(C)c1	-7%	7%	10%
COc1ccccc1-c1noc(CCC(=O)NC2CCCCC2)n1	-6%	-1%	-4%
COC(=O)C1CN(C(=O)COc2cccc(C)c2C)c2ccccc2O1 (configuration not stated)	-3%	-9%	6%
COc1ccccc1NC(=O)c1cc(-c2ccc(C)o2)nc2ccccc12	4%	1%	15%
CC(=O)c1ccc(NC(=S)Nc2cccc3ccccc23)cc1	-6%	2%	-21%
Cc1ccc(S(=O)(=O)NC(CC(C)C)C(=O)N2CCOCCOCCOCC2)cc1 (configuration not stated)	-7%	-1%	11%
COc1cccc(NC(=O)CC(=O)c2ccccc2)c1	-7%	2%	7%
CC(CCc1ccccc1)NCc1cccc2ccccc12 (configuration not stated)	-8%	1%	12%
Cc1ccc(C)c(N2CCN(C(=O)Cn3ncc4c([nH]c5ccc(C)cc54)c3=O)CC2)c1	-14%	5%	21%
CC(C)C(=O)N1CCC(n2nccc2NC(=O)CCc2ccccc2)CC1	-11%	4%	3%

Some entries already given, reduced to AID2073 and LYP phosphatase:
Structure	AID2073	LYP phosphatase
Cc1ccc(S(=O)(=O)NC(CC(C)C)C(=O)N2CCOCCOCCOCC2)cc1 (configuration not stated)	11%	-7%
O=C(O)CCc1[nH]c2ccccc2c1Sc1ccccc1	7%	-8%
